Compound activity (PubChem)
KLF5 inh: kruppel-like factor 5 inhibition | DLD-1 KLF5 promoter-luciferase reporter, luminescence | inhibition, % at 5 µM | 290,000 compounds, 0.23% hits | AID 1700;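 active = inhibition above a per-plate limit of that plate's mean compound inhibition plus 3 SD, cut at about 60% in these data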;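 also: 0% = DMSO wells and 100% = LY294002 at 200 µM; higher means less KLF5 promoter-driven luciferase light; inactives centre near -14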
PolyA inh: yeast polyadenylation inhibition | S. cerevisiae SKY197-pL101 polyadenylation reporter, beta-gal luminescence; efflux-impaired pdr1/pdr3 knockout yeast; score 100 = 6 SD above DMSO | calls only at 12 µM | 300,000 compounds, 0.02% hits | AID 1875;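 active = lowest replicate activity score at least 50, where 100 means six control SD above control mean; inconclusive = lowest score under 50 but half or more replicates reach 50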;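 also: yeast exposed to compound for 9 h at 30 °C; higher score means more reporter readthrough which indicates perturbed polyadenylation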
HSP90 inh: inhibitors of HSP90 luciferase refolding in rabbit reticulocyte lysate. luciferase refolding luminescence, 3 h. 290,000 compounds, 0.91% hits. inhibition, % at 5.6 µM;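 active = inhibition above the screen-wide mean plus 3 SD, computed separately per campaign, cut at about 16% in these data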;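 also: 0% = DMSO wells and 100% = 60 µM geldanamycin wells; inhibitors lower the luminescence because luciferase stays unfolded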
aSyn 5UTR inh: 5' untranslated region of α-synuclein, MLPCN primary screen; alpha-synuclein 5'UTR reporter, inhibitor activity; inhibition, % (tested at 7.5 µM); 300,000 compounds, 0.82% hits; AID 1813; in the data active = inhibition above about 60%; inconclusive = no clear call, values can overlap the other calls;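 also: H4 neuroglioblastoma cells stably carrying SNCA 5'UTR luciferase fusion; 0% = DMSO wells and 100% = positive control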
GSK3beta inhib: inhibitors of human GSK3beta kinase | 300,000 compounds, 0.038% hits | activity score (negative = inhibition), % at 10 µM | GST-GSK3beta kinase, ADP-Glo luminescence, 60 min; stronger effect = lower value | P49841;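 active = more than half of replicate wells score below -50%, meaning over 50% inhibition versus plate controls; inconclusive = some replicates but at most half score below -50%; inactive = no replicate scores below -50%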;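 also: 0% = median DMSO wells and -100% = median GW8510 positive control wells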
Target sequence (P49841 whole entry, looked up): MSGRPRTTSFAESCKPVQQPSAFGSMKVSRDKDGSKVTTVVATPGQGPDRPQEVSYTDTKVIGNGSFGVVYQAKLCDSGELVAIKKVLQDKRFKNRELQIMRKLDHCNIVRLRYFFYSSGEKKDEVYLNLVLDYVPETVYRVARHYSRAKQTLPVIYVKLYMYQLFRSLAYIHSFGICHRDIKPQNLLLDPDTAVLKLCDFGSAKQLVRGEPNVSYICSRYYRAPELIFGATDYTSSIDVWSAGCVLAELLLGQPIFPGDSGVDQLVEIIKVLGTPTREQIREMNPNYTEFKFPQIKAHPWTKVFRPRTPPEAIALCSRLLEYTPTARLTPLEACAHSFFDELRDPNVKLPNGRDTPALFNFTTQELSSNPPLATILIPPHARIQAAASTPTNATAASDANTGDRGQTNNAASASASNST
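Assay system: GST-fused GSK3beta enzyme, cell-free / Medium: Tris pH 7.5 buffer with MgCl2, DTT, BSA, heparin / Also added: peptide substrate plus 25 µM ATP (final) / Compound: 10 µM single point / Timing: kinase reaction with compound 60 min at room temperature / Detection: ADP-Glo luminescence / Benchmarks: DMSO neutral wells and GW8510 at 20 µM as positive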
AI-2 QS mod: modulates the Vibrio harveyi AI-2 quorum sensing system; Vibrio harveyi JMH597 AI-2 luminescence/OD600 ratio, 9 h; stronger effect = lower value; strain lacks LuxN and CqsS sensors; 0 = neutral-control median; activity change, % at 7.5 µM; 300,000 compounds, 0.4% hits; in the data active = activity change below about -75%, passing the limit was not always enough; inconclusive = no clear call, values can overlap the other calls;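 also: luminescence divided by OD600 gain over 9 h not by final OD600 alone; inactives centre near 13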
HSF1 activator: increases HSF-1 driven luciferase reporter signal. NIH3T3-HGL HSF-1 luciferase reporter, MG132, 8 h; 100% = twice DMSO control signal. activation, % at 9 µM. 300,000 compounds, 1.7% hits;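 active = mean replicate activation of at least 50% with a set share of replicates each reaching 50%; inconclusive = only one of those two conditions met; inactive = mean below 50% and too few replicates reaching it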;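 also: 0% = median of the neutral control wells and 100% = twice that signal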
HSF1 inh: HSF1 inhibition. NIH3T3-HGL HSE-luciferase, MG132-induced, luminescence 8 h; stronger effect = lower value. activity change, negative = inhibition, % at 7.5 µM (by protocol). 300,000 compounds, 0.77% hits. AID 2098;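 active = more than half of replicate wells show activity change below -50%, luminescence cut by over half; inconclusive = some wells, but at most half, below -50%; inactive = no replicate well below -50%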;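 also: luciferase reports HSF-1 transcriptional activity via heat shock element; 0% = median of DMSO wells and -100% = zero luminescence signal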
IEC-6 tox: IEC-6 cytotoxicity, counter-screen for KLF5 inhibitors. inhibition, % at 5 µM. AID 1825. luminescence viability. 290,000 compounds, 0.78% hits; in the data active = inhibition above about 22%;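 also: 0% = plate median of test compound wells and 100% = cytotoxic reference compound wells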
GSK3A inh: inhibitors of human GSK-3 alpha kinase; 320,000 compounds, 0.1% hits; inhibition, % at 10 µM; AID 2650; ADP-Glo luminescence, 60 min;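 in the data active = inhibition above about 50%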;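 also: GST-tagged GSK-3 alpha with peptide substrate and 25 µM ATP; 0% = DMSO neutral wells and 100% = GW8510 positive control wells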
Target sequence (P49840 whole entry, looked up): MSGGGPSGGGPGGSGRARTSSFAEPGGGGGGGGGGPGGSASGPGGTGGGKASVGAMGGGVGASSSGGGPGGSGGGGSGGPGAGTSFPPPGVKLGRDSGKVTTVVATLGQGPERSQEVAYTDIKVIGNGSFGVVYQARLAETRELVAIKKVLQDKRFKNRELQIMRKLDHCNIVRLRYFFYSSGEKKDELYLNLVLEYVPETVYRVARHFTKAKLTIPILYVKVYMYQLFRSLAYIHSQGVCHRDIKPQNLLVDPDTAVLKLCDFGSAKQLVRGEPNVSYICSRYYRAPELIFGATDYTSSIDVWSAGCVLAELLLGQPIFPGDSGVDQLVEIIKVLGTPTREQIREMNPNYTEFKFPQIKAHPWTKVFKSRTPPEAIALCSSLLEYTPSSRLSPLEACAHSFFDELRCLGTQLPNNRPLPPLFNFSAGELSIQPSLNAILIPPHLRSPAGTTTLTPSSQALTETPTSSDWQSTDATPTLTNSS
Numbers without * were called inactive; i = inactive; ? = inconclusive; / = no result given. This is a subset; count on the stated rates, not on these rows.

canonical_smiles	KLF5 inh	HSP90 inh	GSK3A inh	aSyn 5UTR inh	GSK3beta inhib	AI-2 QS mod	IEC-6 tox	PolyA inh	HSF1 activator	HSF1 inh
COc1ccc(C(=O)Nc2nc3ccccc3s2)cc1OC	-180	-5	-1	-212	3	17	-7	i	71*	36
Cc1ccc(S(=O)(=O)N2CN(Cc3ccco3)c3nc4ccccc4nc32)cc1	-64	-4	0	14	-28	3	12	i	22	-2
O=C(C1CCCO1)N1CCN(C(=S)Nc2ccc(F)c(Cl)c2)CC1 (stereo unspecified)	-24	1	-4	-15	0	3	3	i	4	0
COc1ccc(-n2c(CCc3ccccc3)n[nH]c2=S)cc1	-11	2	2	-11	-6	8	1	i	12	-7
Cc1ccc(CNC(=O)C(CC(C)C)OC(=O)c2ccco2)cc1 (stereo unspecified)	-21	-5	-3	-1	-1	24	3	i	18	4
CC1(C)CC2CC(C)(CN2/C=C2/CCCCC2=O)C1 (stereo unspecified)	-22	-3	0	-3	-2	10	-3	i	-17	-6
CCOC(=O)CNC(=O)CSc1ncnc2c1nnn2-c1ccc(F)cc1	10	1	-2	-1	0	23	4	i	95*	71
O=C(Cc1ccccc1)N/N=C/c1cc2c(cc1Cl)OCO2	-36	-1	-4	-11	5	9	-2	i	10	-4
c1csc(-c2nnsc2-c2nc3ccccc3[nH]2)c1	-31	-2	2	-20	-2	8	11	i	-54	-40
CC(NC(=O)c1ccc2c(c1)S(=O)(=O)N=C1CCCCCN12)c1ccc(S(N)(=O)=O)cc1 (stereo unspecified)	-15	2	11	-12	1	21	2	i	13	-4
O=C(NCc1cn2ccccc2n1)C1CCC(=O)N(Cc2ccccc2F)C1 (stereo unspecified)	-24	-3	0	1	/	35	-2	i	18	2
COc1ccc(NS(=O)(=O)c2cc(OC)ccc2OC)cc1	/	/	6	13	1	2	/	i	6	-5
CSc1ccccc1NC(=O)c1cccnc1	-46	6	-1	-47	-2	12	-1	i	-5	-7
Cc1cccc(-c2nc(CS(=O)CC(=O)N3CC(C)CC(C)C3)c(C)o2)c1 (stereo unspecified)	2	0	-6	-1	-4	20	-3	i	-10	7
CN(C(=O)COC(=O)c1cccc(S(=O)(=O)N2CCOCC2)c1)C1CCS(=O)(=O)C1 (stereo unspecified)	/	/	-1	-5	1	26	/	i	-5	-4
CCOc1ccc(CN(Cc2ccco2)S(=O)(=O)c2ccc(-n3cnnn3)c(OC)c2)cc1	-1	-1	-3	/	-1	20	0	i	/	/
Cc1cccc(NC(=O)c2ccccc2C(=O)O)c1	-21	1	-2	-36	-4	19	1	i	1	0
O=C(Cn1c(=O)n(Cc2ccc3c(c2)OCO3)c(=O)c2ccccc21)N1CCCc2ccccc21	11	2	4	/	-4	27	-4	/	/	/
O=[N+]([O-])c1cc(C(F)(F)F)c(Cl)cc1N1CCN(CCO)CC1	-7	0	2	-11	-3	7	-1	i	-11	3
O=c1cc(CN2CCCCCC2)nc2sccn12	-14	-5	-3	-8	-6	0	0	i	2	-3
CCn1c2ccccc2c2cc(NC(=O)COC(=O)c3ccccc3F)ccc21	-2	6	/	5	-2	19	2	i	-2	2
COc1cccc(/C=C/C(=C2/C(=O)N(c3ccccc3)N=C2C)c2ccc(Br)cc2)c1OC	-40	2	-1	-2	-1	24	8	i	-10	2
CN(C)c1ccc(CN(C(=O)c2cc3ccccc3oc2=O)C2CCS(=O)(=O)C2)cc1 (stereo unspecified)	-89	-9	-1	5	1	22	-9	i	6	7
COc1cc(CCCN2C(=S)NC[C@@H]2Cc2ccccc2)cc(OC)c1OC	19	7	3	2	5	-20	6	i	1	3
Cc1ccc(C(=O)Nc2nc3ccc(S(C)(=O)=O)cc3s2)cc1C	-45	-3	1	-26	0	10	-3	i	7	-6
CC1(C)CC(CC(=O)O)(c2ccc(Cl)cc2)CCO1 (stereo unspecified)	-19	2	/	4	-6	2	-1	i	-3	-3
Cc1ccc(NC(=O)CN(C)C(=O)c2ccc(NC(=O)CC3SC(N4CCCC4)=NC3=O)cc2)cc1 (stereo unspecified)	/	/	-4	4	1	0	/	i	0	-2
COc1cc(C(=O)O)ccc1O	-10	0	-1	3	2	11	-1	i	20	1
Cc1[nH]c(=S)[nH]c(=O)c1Cc1ccccc1	-1	6	-4	-1	-2	0	-5	i	33	3
CC(c1ccccc1)n1c(-c2ccc(C(C)(C)C)cc2)n[nH]c1=S (stereo unspecified)	-20	6	1	-4	2	-4	0	i	7	10
Cc1ccc(N2C(=O)c3cccc(Oc4ccc(Cl)cc4)c3C2=O)c(C)c1	9	-1	/	-12	-2	-30	0	i	-2	-8
O=C(NCCCO)Nc1ccc2nc(-c3ccco3)c(-c3ccco3)nc2c1	0	0	2	/	/	/	-16	/	/	/
CC(=O)Cc1nsc(Nc2ccc(C)cc2)n1	-135	-2	1	-93	0	16	1	i	43	7
Cc1cc(S(=O)(=O)NCc2ccccc2)ccc1OCC(=O)NCc1cccnc1	-5	-5	-1	15	4	16	-5	i	-27	-9
O=C1CCCC2=C1C1(CCCC1)N=C(Nc1nc3ccccc3s1)N2	-7	5	-1	17	1	25	7	i	20	17
CC1CC(C)(C)OC(C[N+]2(C)CCCCC2)O1 (stereo unspecified)	-37	3	1	21	6	3	2	i	-4	-4
Cc1ccc(S(=O)(=O)NCCC(c2ccccc2)c2ccco2)cc1 (stereo unspecified)	-7	5	-2	-3	-3	25	2	i	17	7
O=C(O)c1cc(N2C(=O)CCC2=O)ccc1NCc1cccnc1	-8	-4	-2	8	1	5	-10	i	-6	-7
CCOC(=O)N1CCC(NC(=O)c2oc3c(F)cccc3c2C)CC1	-48	3	-2	-62	0	11	7	i	5	1
CC1(C)Cc2c(cnn2-c2ccc(F)cc2)C(NC(=O)C2=NNC(=O)CC2)C1 (stereo unspecified)	-38	-10	-2	-42	0	1	3	i	16	5
O=C1/C(=C/c2ccc(C(=O)O)cc2)CCC/C1=C\c1ccc(C(=O)O)cc1	-21	7	-4	-14	1	38	-5	i	19	2
COC(=O)c1ccc(CSc2nc3c(c(=O)n2-c2ccc(Br)cc2)SCC3)o1	-14	-1	-1	23	0	-2	3	i	14	14
Cc1ccc(OCCOC(=O)Nc2ccccc2)cc1	-16	1	-1	-15	4	-2	1	i	24	3
COCCCn1c(SCC(=O)NC(C)(C)C)nnc1-c1cccs1	-43	-6	-4	4	-1	12	0	i	-24	-6
Cc1ccccc1N1Cc2ccccc2C1	-22	1	-2	-34	1	25	4	i	4	-5
CCOC(=O)c1[nH]cnc1C(=O)Nc1ccccc1OC	-18	-1	1	17	-8	33	-4	i	-1	-4
CSc1nc2ccccc2cc1/C=C(\C#N)c1ccccc1	-11	1	0	33	0	27	10	i	-7	-3
CC1CCc2c(sc3nc(C4CC4)nc(N4CCN(C(=O)c5ccco5)CC4)c23)C1 (stereo unspecified)	17	1	-3	-27	2	32	5	i	22	10
CC(=O)Nc1ccc(Sc2ccccc2C(=O)O)cc1	-24	-1	-1	8	-3	3	-4	i	-14	-5
CCOC(=O)Cc1nc(-c2ccc(Cl)cc2)n[nH]1	-20	1	1	-32	-1	-4	0	i	8	2
CCOC(=O)C1(Cc2ccccc2)CCN(Cc2cn[nH]c2-c2ccccc2)CC1	9	-1	/	10	-4	23	1	i	-27	-9
CC(C)(C)NC(=O)NC(=O)CN1CCN(C(c2ccccc2)c2ccccc2)CC1	-15	3	-1	8	0	13	5	/	-16	-7
COc1ccc(S(=O)(=O)NCC2CCC(C(=O)NCC(OC)OC)CC2)cc1 (stereo unspecified)	0	-4	-1	29	1	8	1	i	-11	-3
O=C(OCc1nc2ccccc2s1)c1ccc(Br)o1	-24	3	-4	-32	-3	12	4	i	4	8
Cc1ccc2ncccc2c1NC(=S)NC(=O)c1ccccc1	-3	3	9	-10	2	12	3	i	-20	-2
CCN(CC)c1ccc(/C=N/Nc2nn[nH]n2)cc1	-1	0	-3	34	2	36	4	i	9	1
Cc1ccc(CC(=O)NCCS(=O)c2ccc(C)cc2)cc1 (stereo unspecified)	-29	-3	-2	-3	1	3	-3	i	10	5
CC(C)c1ccc(S(=O)(=O)N2CCC3(CC2)OCCO3)cc1	-15	0	-1	-1	1	28	-8	i	-8	-7
O=C(Nc1ccc(C(=O)O)cc1)Nc1cccc2ccccc12	-25	1	0	14	-1	22	-1	i	29	3
O=C(Cn1cnc2ccccc2c1=O)NCCC(=O)N1CCN(c2ccccc2)CC1	-10	2	1	14	-2	18	0	i	-12	-1

Going on with the list:
canonical_smiles	KLF5 inh	HSP90 inh	GSK3A inh	aSyn 5UTR inh	GSK3beta inhib	AI-2 QS mod	IEC-6 tox	PolyA inh	HSF1 activator	HSF1 inh
Cc1cc(C)nc(SCC(=O)N/N=C/c2cccc([N+](=O)[O-])c2)n1	-29	2	/	7	-1	44	0	i	26	-2
Cc1ccc(S(=O)(=O)N(CCCO)Cc2cc3c(C)ccc(C)c3[nH]c2=O)cc1	-41	4	0	-1	-3	3	-1	i	4	3
O=C(COc1ccc(-c2nnco2)cc1)Nc1c(F)cccc1F	/	/	0	-30	0	1	/	i	-8	4
COC(=O)c1cc(CSc2nc3ccccc3[nH]2)oc1C	-111	-3	-2	-173	-2	-31	0	i	?	18
CC(=O)N(Cc1cccnc1)c1cccc(-c2nc3ccccc3s2)c1	-6	3	-1	6	2	8	5	i	-6	-1
Cc1ccc(/C=N/NC(=O)c2nnn(-c3nonc3N)c2CN(C)C2CCCCC2)cc1	-11	0	-8	-2	0	-32	-4	i	-94	-92*
Cc1c(C(=O)N2CCCC2)c(S(=O)(=O)Nc2ccccc2Cl)c(C)n1C	-9	-4	-1	29	1	31	-7	i	5	3
CCSc1nnc(-c2ccc(Cl)cc2Cl)o1	-68	0	-4	-260	-1	27	5	i	33	19
COc1ccc(-n2c(=O)cc(N3CC(C)OC(C)C3)[nH]c2=O)cc1 (stereo unspecified)	-1	0	1	-17	1	2	0	i	23	-2
O=C1c2ccccc2-c2nnc(-c3ccccc3)cc21	-99	0	2	37	2	41	8	i	23	-2
CCCn1c(SCC(=O)Nc2ccccc2N2CCOCC2)nc2c1c(=O)n(C)c(=O)n2C	-17	-1	0	10	3	1	0	i	11	-3
O=C(NCCC1=CCCCC1)c1cc(-c2ccncc2)nc2ccccc12	-6	-4	0	-2	0	15	4	i	15	15
O=C(CSc1n[nH]c(-c2cccs2)n1)N1CCN(S(=O)(=O)c2ccccc2)CC1	2	-1	-2	-8	-3	25	-3	i	-7	-2
O=C(CN1CCN(c2ccccc2)CC1)Nc1scc2c1c(=O)oc1ccccc12	-1	3	-2	-10	1	23	-3	i	1	-12
